aDG glyco act: activators of alpha-DG glycosylation, primary screen, uHTS, Pro5-aDG cells, AlphaScreen; activation, % at 10 µM; actives 0.22% (n = 360,000); alpha-DG glycosylation AlphaScreen (IIH6); 0% Pro5, 100% B10-LARGE cell signal; AID 624168, 2012;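 active = activation of at least 8% versus controls, or a plate z-score of at least 8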;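 note: Pro5 are CHO cells carrying HIG-tagged alpha-DG that lacks glycosylation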
Granule exo inh: LAMP-1 surface exposure blockers, TALL-104 cells – cell-based, flow cytometry, MLPCN library, primary screen | actives 0.66% (n = 360,000) | AID 651702, 2012 | TALL-104 LAMP-1 surface exposure; cells stimulated with thapsigargin and PMA | inhibition, % at 10 µM;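 active = inhibition above about 55%, limit read from the data; inconclusive = no clear call, values can overlap the other calls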
HIF-2a block: HIF-2a reporter inhibitors, primary screen, luminescence, 786-0 RCC cells; 786-0 RCC cells HIF-2a reporter, luciferase luminescence, overnight; inhibition, % at 18.8 µM; actives 0.72% (n = 360,000); AID 624352, 2012;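 active = inhibition of the luminescence signal of 40% or more relative to plate controls, in a single-dose primary screen at 18.75 µM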
Peg3 prom inh: Peg3 promoter-driven luciferase inhibitors, primary screen, cell-based, HeLa, luciferase luminescence | HeLa PEG-Prom luciferase reporter, overnight | inhibition, % at 20 µM | actives 1.7% (n = 360,000) | AID 588405, 2011;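 active = inhibition of at least 50% at 20 µM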
Vif imaging: HIV Vif self-association inhibitors, primary screen, imaging, HEK293T, single point; AID 602346, 2012; HEK293T cells, Vif self-association by quenched fluorescence, 24 h; actives 0.35% (n = 340,000); inhibition, % at 7.49 µM; in the data active = inhibition above about 50%, passing the limit was not always enough; inconclusive = no clear call, values can overlap the other calls; inactive = below about 31%; note: some results filed as inactive read as strong as hits
NR2E3 ag-1: inhibitors of NR2E3-RetCOR corepressor binding, primary screen, NR2E3 agonist project, biochemical, TR-FRET, GST-NR2E3, biotin-RetCOR | AID 2300, 2010 | 1536-well | actives 0.12% (n = 320,000) | inhibition of corepressor binding, % at 4.78 µM | Photoreceptor-specific nuclear receptor (Homo sapiens), Q9Y5X4;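 active = percent inhibition above the cutoff of mean plus 3 SD of all tested compounds, set per screening campaign, cut at about 20% in these data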;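 note: 0% = DMSO wells and 100% = biotin wells as full block of FRET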
Target sequence (Q9Y5X4 whole entry, looked up): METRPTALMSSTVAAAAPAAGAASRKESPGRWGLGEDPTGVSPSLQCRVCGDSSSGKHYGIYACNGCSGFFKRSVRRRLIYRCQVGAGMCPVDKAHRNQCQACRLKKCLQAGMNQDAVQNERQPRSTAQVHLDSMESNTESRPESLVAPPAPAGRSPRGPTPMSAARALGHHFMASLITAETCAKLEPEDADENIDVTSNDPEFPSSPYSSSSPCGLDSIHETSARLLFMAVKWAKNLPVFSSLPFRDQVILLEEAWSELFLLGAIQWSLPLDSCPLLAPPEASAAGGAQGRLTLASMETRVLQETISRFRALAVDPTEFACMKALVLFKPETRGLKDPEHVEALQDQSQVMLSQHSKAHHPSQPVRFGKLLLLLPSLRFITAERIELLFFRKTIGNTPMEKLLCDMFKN
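Material: NR2E3–RetCOR corepressor complex / Incubation: Compound–protein incubation for 5 h at 4 °C / Dosing: compound at 4.8 µM, single dose / Detection: time-resolved FRET / Benchmarks: high control biotin, low control 0.6% DMSO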
CaV13 FRET inh: Primary screen for inhibitors of IQ motif and Ca2+-dependent inactivation inhibitor domain binding in CACNA1D, Förster resonance energy transfer in living cells, …; HEK cells, CFP/YFP FRET ICDI-IQ, plate reader, 10 min; percent FRET-ratio fall versus neutral wells; inhibition, % at 12.3 µM; actives 0.098% (n = 340,000); AID 743397;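 active = mean replicate inhibition of at least 30% and at least 1% of replicates passing that level; inconclusive = only one of the two criteria is met; inactive = neither criterion is met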;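 note: 0% = median of the neutral control wells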
MITF TRPM1 inh: inhibitors of MITF-dependent TRPM1 promoter reporter, primary screen, cell-based, SK-MEL-5, single point, luciferase; SK-MEL-5 TRPM1 promoter luciferase, 24 h; AID 488899, 2010; inhibition, % at 12.5 µM; actives 0.83% (n = 330,000);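 active = mean inhibition across replicates of 60% or more, whatever share of single replicates reaches that level; inconclusive = some that reach 60%, reason not given; inactive = mean inhibition across replicates below 60%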; note: values of inactives mirror those of a sister screen read the other way
NR2E3 ag-2: NR2E3 agonists in two-hybrid cells, primary screen, cell-based, luminescence, CHO-S, Gal4-NCOR/VP16-NR2E3 | Photoreceptor-specific nuclear receptor (Homo sapiens), Q9Y5X4 | luciferase | inhibition of corepressor binding, % at 3.98 µM | actives 0.35% (n = 360,000) | AID 602229, 2012;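 active = inhibition above the mean of all tested compounds plus 3 SD, cut at about 70% in these data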;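 note: 0% = DMSO with NR2E3 transfected cells and 100% = cells lacking NR2E3 construct; higher means lower luciferase signal from less NR2E3 corepressor binding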
hiPSC survival: enhancers of single-cell hiPSC survival, primary screen, ATPlite luminescence | survival enhancement, % at 20 µM | 100% = ROCK inhibitor wells, 0% = DMSO | AID 602274, 2012 | actives 0.044% (n = 360,000); in the data active = survival enhancement above about 18%;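 note: cells exposed to compounds for 16 hours before the ATP read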
PDI inh: inhibitors of human PDI, primary screen, biochemical, turbidity, single point, plate reader | Protein disulfide-isomerase (Homo sapiens), P07237 | PDI insulin aggregation turbidity, A650, 90 min | inhibition, % at 10 µM | actives 0.052% (n = 350,000) | AID 588391, 2011;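 active = mean inhibition across replicates of 30% or more, whatever share of single replicates reach that level; inconclusive = mean inhibition below 30% while every single replicate reaches 30%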;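 note: absorbance from insulin aggregation driven by PDI reduction with DTT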
Target sequence (P07237 whole entry, looked up): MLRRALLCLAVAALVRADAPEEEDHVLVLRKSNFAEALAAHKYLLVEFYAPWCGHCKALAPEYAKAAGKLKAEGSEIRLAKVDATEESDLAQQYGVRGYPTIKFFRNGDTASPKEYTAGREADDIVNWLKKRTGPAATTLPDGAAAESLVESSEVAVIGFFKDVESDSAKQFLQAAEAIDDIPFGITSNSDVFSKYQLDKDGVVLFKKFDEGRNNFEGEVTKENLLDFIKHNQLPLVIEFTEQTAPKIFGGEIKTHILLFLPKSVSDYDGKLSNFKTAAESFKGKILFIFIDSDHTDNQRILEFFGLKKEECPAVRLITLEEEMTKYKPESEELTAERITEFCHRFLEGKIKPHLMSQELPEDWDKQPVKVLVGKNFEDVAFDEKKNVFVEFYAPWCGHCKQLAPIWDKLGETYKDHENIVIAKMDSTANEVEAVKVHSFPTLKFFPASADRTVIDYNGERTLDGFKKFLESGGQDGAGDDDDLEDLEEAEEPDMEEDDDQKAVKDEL
Starred values were filed as active, the others as inactive; ? = inconclusive; / = not tested or not shown.

SMILES	aDG glyco act	Granule exo inh	HIF-2a block	Peg3 prom inh	Vif imaging	NR2E3 ag-1	CaV13 FRET inh	MITF TRPM1 inh	NR2E3 ag-2	hiPSC survival	PDI inh
COc1ccc(/C=C/C(=O)OC2CCCCC2CN(C)C)cc1 (stereo unspecified)	0.1	0	12	-4	-4	3	-14	4	-25	-0.5	-3
CC1(C(=O)NCc2ccc(F)c(F)c2)Cc2c(-c3ccc4c(c3)OCO4)ccnc2O1 (stereo unspecified)	-0.1	4	18	30	-6	/	-15	/	-18	0.0	6
Cc1cccc(OCCNC(=O)c2cc(-n3cnnc3)ccc2Cl)c1	-0.2	-3	-7	1	3	4	-6	-1	6	2.1	10
Cc1ccccc1-n1c(SC(C)C(N)=O)nnc1-c1cccnc1 (stereo unspecified)	-0.1	2	5	9	13	4	-10	2	-5	-2.9	-4
CCOC(=O)C1CCCN(C(=O)CSc2nc(C)cc(C)n2)C1 (stereo unspecified)	-0.1	-1	12	10	0	-7	-3	16	4	0.9	6
Oc1ccc(Cl)cc1N=Nc1ccccc1	-0.1	-3	-37	-55	-4	-3	-2	-47	-8	-0.6	-3
COc1cc(C2C(C(=O)c3cccs3)=C(O)C(=O)N2c2cc(C)on2)ccc1O (stereo unspecified)	-0.2	-2	9	9	4	-2	-4	1	1	6.4	-4
O=C(NC12CC3CC(CC(C3)C1)C2)N1CCCC(CO)C1 (stereo unspecified)	-0.1	0	3	-5	10	2	-2	5	5	1.9	6
O=C(Nc1ccc(Nc2ccccc2)cc1)c1ccc(Cl)c([N+](=O)[O-])c1	1.6	99*	2	-27	-8	3	-5	3	-25	-0.1	-9
CN(C(=O)c1cccc(NC(=O)Cc2ccc(NC(=O)C3CCN(C(=O)CCc4ccccc4)CC3)cc2)c1)C1CC1	-0.2	-3	-7	5	6	/	-9	6	-54	-1.3	-6
O=C(O)c1cccc(N/N=C/c2cc(Br)cc(Br)c2O)c1	-0.2	1	-174	-219	0	0	-5	-15	-83	-2.2	2
CCN(CC(=O)Nc1ccc(NC(C)=O)cc1)C(=O)CCCOc1cccc(C)c1	0.6	0	12	-6	0	-1	-1	-2	13	0.0	0
CCCCNc1c([N+](=O)[O-])ncn1C	0.0	-5	17	11	2	-1	1	11	-19	-0.7	-1
COc1ccc(Br)cc1CSC(=N)N	0.9	2	9	-2	-11	-2	-5	4	-9	-2.1	-1
C=CCNc1ncnc2c1ncn2[C@H]1CN(Cc2cc(OC)c(OC)c(OC)c2)C[C@@H](CO)O1	-0.3	8	13	12	-9	/	-4	/	17	1.5	4
COc1ccc(N(CC(=O)NCCSCc2ccc(C)cc2)S(=O)(=O)c2ccccc2)cc1	-0.2	24	18	24	0	3	/	16	-12	0.0	4
CS(=O)(=O)N1CCN(C(=O)c2ccc(F)cc2)CC1	-0.2	-9	-1	6	/	2	-6	4	-18	-0.1	2
CC(C)CCC(C(=O)NC(C)c1ccccc1)C(=O)NC(C)c1ccccc1 (stereo unspecified)	0.0	34	11	0	-9	2	-2	4	4	1.6	6
O=C(COc1ccc(Br)cc1)N(Cc1nnc(-c2ccccc2Cl)o1)C1CC1	0.0	1	-8	5	/	/	-16	/	12	-0.7	-3
N#Cc1c(-c2ccco2)cc(-c2cccnc2)nc1N	0.0	1	-16	25	-7	3	-11	-1	-5	0.0	4
CSc1nc2sc3c(c2c(=O)[nH]1)CCC3	0.0	-2	-8	-23	-7	2	-5	-6	2	-1.1	0
O=[N+]([O-])c1ccc(Cl)c(S(=O)(=O)Nc2ccc(S(=O)(=O)N3CCOCC3)cc2)c1	-0.1	-2	5	-2	11	0	-3	-5	9	0.7	-3
CCCCc1cc(=O)oc2cc(C)cc(OC(C)C(=O)NCc3cccnc3)c12 (stereo unspecified)	-0.1	-2	9	36	4	1	-16	12	-26	-0.3	-5
CC(=O)NNC(=O)c1[nH]c2ccc(Cl)cc2c1-c1ccccc1	-0.1	4	13	22	2	1	-20	14	-25	0.3	1

Some of the entries above, set out differently:
| compound | aDG glyco act | Granule exo inh | HIF-2a block | Peg3 prom inh | Vif imaging | NR2E3 ag-1 | CaV13 FRET inh | MITF TRPM1 inh | NR2E3 ag-2 | hiPSC survival | PDI inh |
| --- | --- | --- | --- | --- | --- | --- | --- | --- | --- | --- | --- |
| C=CCNc1ncnc2c1ncn2[C@H]1CN(Cc2cc(OC)c(OC)c(OC)c2)C[C@@H](CO)O1 | -0.3 | 8 | 13 | 12 | -9 | / | -4 | / | 17 | 1.5 | 4 |
| COc1ccc(Br)cc1CSC(=N)N | 0.9 | 2 | 9 | -2 | -11 | -2 | -5 | 4 | -9 | -2.1 | -1 |

Following part.
SMILES	aDG glyco act	Granule exo inh	HIF-2a block	Peg3 prom inh	Vif imaging	NR2E3 ag-1	CaV13 FRET inh	MITF TRPM1 inh	NR2E3 ag-2	hiPSC survival	PDI inh
O=C(CN1C(=O)/C(=C2\SC(=S)N(C3CCS(=O)(=O)C3)C2=O)c2ccccc21)Nc1ccccc1 (stereo unspecified)	-0.2	0	5	-1	-7	0	-9	13	-4	-1.1	-25
Cc1ccc(NC(=O)c2cc(NC(=O)c3ccco3)ccc2N2CCOCC2)cc1	-0.4	-2	0	0	?	1	/	-8	15	1.2	1
O=C(NCCc1ccccc1)c1oc2ccccc2c1COc1ccccc1	0.7	5	-93	-59	-18	5	-5	-19	-18	0.9	6
CC(=O)c1ccc(-n2nnnc2SCC(=O)Nc2cccc(NC(=O)c3ccco3)c2)cc1	-0.1	-1	5	-2	-11	4	-6	9	-2	3.2	-8
O=S(=O)(NCCOc1ccccc1)c1ccc2ccccc2c1	0.2	-2	14	-2	-1	-1	-5	0	11	1.1	-1
C#CCN(C(=O)c1cc(COc2cccc(C(F)(F)F)c2)on1)C1CCCCC1	0.3	2	9	41	-13	-1	-3	3	-26	-0.2	1
CC(C)(C)NC(=O)N1CCN(c2ncccc2C(F)(F)F)CC1	0.1	1	2	5	2	2	-20	-3	25	-0.5	10
Cc1oc2cc3oc(=O)ccc3cc2c1C	0.1	23	-179	-61	-1	2	-4	-13	-39	-0.5	13
CCN(CC(=O)Nc1c(F)cccc1F)C(=O)c1ccc(-n2cncn2)c([N+](=O)[O-])c1	-0.1	-4	2	-14	0	2	-2	1	-6	-0.4	-1
c1ccc(CNc2ccccn2)cc1	0.1	-3	13	6	-5	-1	-3	0	1	0.0	6
CCOC(=O)N1CCN(C(=O)CSc2ncnc3ccccc23)CC1	0.2	3	-1	-3	/	1	-6	20	-2	-0.7	-2
CC(C)[C@H](NC(=O)CCCn1nnc2ccccc2c1=O)C(=O)O	-0.2	-3	-29	-29	-12	1	-1	1	-13	-0.3	-4
CCOC(=O)/C(N=Nc1ccc2c(c1)OCO2)=C(\C)O	0.2	0	-234	-267	7	4	-18	-106	-83	-0.8	13
Cc1cc(C(=O)NNc2c(Cl)cccc2Cl)no1	-0.2	-1	16	0	4	1	-13	3	2	2.0	-1
COc1cc(CNC(=O)C2CC(O)CN2C(=O)Nc2ccccc2)cc(OC)c1OC (stereo unspecified)	0.1	2	22	13	/	/	-14	/	8	4.8	2
COc1ccc(-c2ccc(C)cc2)cc1[C@H]1[C@H]2C=CC[C@@H](C)[C@@H]2C(=O)N1Cc1ccccc1	0.3	-2	7	23	4	1	-9	4	-35	-2.4	3
O=C(NCC(F)(F)F)[C@H]1O[C@@H](n2ccc(=O)[nH]c2=O)[C@H](O)[C@@H]1O	-0.3	-2	-1	1	-3	/	-10	/	8	-0.7	/
O=C1Nc2c(ccc(Cl)c2Cl)C(=O)C1(F)c1ccccc1 (stereo unspecified)	0.3	11	3	-12	5	2	-4	12	16	-0.6	-1
Cc1cccc(OCc2nnc(SCC(=O)Nc3ccc(C)c(Cl)c3)o2)c1	-0.2	4	-13	-32	5	3	-9	2	-15	2.5	-3
O=C1CCC(C(=O)Nc2ccccc2N2CCOCC2)=NN1	0.0	-6	10	-1	-5	3	-4	11	-9	0.8	-4
Cc1ccc(NC(=O)CC(=O)Nc2ccc(C)cc2)cc1	-0.2	0	8	7	4	3	2	-4	-1	0.3	0
Clc1cccc(-c2ccc(CNCCCN3CCOCC3)o2)c1	0.1	0	6	-5	5	0	-5	-29	-12	-0.8	4
O=C(NCc1ccccc1)c1[nH]c(C(F)(F)F)nc1-c1ccccc1	-0.1	-4	13	12	-3	/	-7	/	8	-0.1	/
O=[N+]([O-])c1ccc(CSc2ccc(S(=O)(=O)N3CCCCCC3)cn2)cc1	-0.3	0	7	20	1	/	-6	13	-9	-0.4	4
COC(=O)COc1ccc(NC(=O)C(c2ccccc2)c2ccccc2)cc1	0.0	47	88*	7	9	1	-21	8	-7	0.3	-2
N#CC1=C(N)Oc2[nH]c(=S)[nH]c(=O)c2C12C(=O)Nc1ccccc12 (stereo unspecified)	0.6	-2	10	18	5	-1	3	7	-7	-2.2	21
Cc1cc(C)c(S(=O)(=O)N2CCN(C(=O)N3CCOCC3)CC2)c(C)c1	-0.1	2	20	14	3	-2	5	8	2	-0.5	4
COc1cc(/C=N/NC(=S)NCCN2CCOCC2)cc(OC)c1OC	-0.1	0	17	16	/	2	-4	-3	-46	-2.3	2
O=[N+]([O-])c1ccc(Sc2ccc(F)cc2)nc1	0.1	-10	-10	2	?	1	-4	-3	-9	-0.5	3
O=C(c1cccc(S(=O)(=O)Nc2cccc(C(F)(F)F)c2)c1)N1CCOCC1	0.1	4	14	5	-22	-1	-6	3	-4	-0.1	-6
COC(=O)c1[nH]c2ccc(Br)cc2c1NC(=O)C(C)N1CCN(C2CCCCC2)CC1 (stereo unspecified)	0.0	46	8	6	8	-2	/	4	-18	-5.1	2
O=C(c1cccn2c(=O)c3cc(Br)ccc3nc12)N1CCN(c2ccccn2)CC1	-0.5	3	-8	-21	7	2	-6	-6	10	0.1	-1
Cc1ccc(CNC(=O)CCS(=O)(=O)c2ccc(Cl)cc2)cc1	-0.2	-1	5	-5	2	1	-5	-11	15	0.1	-4
Cc1cc(C)n(C(=O)CSc2nc3ccccc3o2)n1	-0.2	-1	-8	2	1	0	-10	-7	-15	-2.2	-6
Cc1cc(C)n(-c2ccc(C(=O)N3CCN(S(=O)(=O)c4ccc(Cl)cc4)CC3)cc2)n1	0.4	0	11	13	-6	5	-2	11	-8	-0.3	2

Screening results (PubChem BioAssay)
